Bioassay records: PubChem, National Center for Advancing Translational Sciences (NCATS)
PLK1 PBD block – qHTS for Inhibitors of PLK1-PDB (polo-like kinase 1 - polo-box domain): Primary Screen; Serine/threonine-protein kinase PLK1 (Homo sapiens), P53350; Plk1 PBD binding of FITC phosphopeptide, fluorescence polarization; Potency, µM, without a hit: max response, negative = inhibition, hits mostly inhibitors; 360,000 compounds, 2.8% hits; AID 720504, 2013; note: potency is the fitted concentration of half-maximal effect; series mostly up to about 57 µM; % is set by controls: 0 for no effect and ±100 for the full control effect; nearly all actives have a fitted effect of over 65% in size
Target sequence (P53350 whole entry, looked up, the tested form may be a part): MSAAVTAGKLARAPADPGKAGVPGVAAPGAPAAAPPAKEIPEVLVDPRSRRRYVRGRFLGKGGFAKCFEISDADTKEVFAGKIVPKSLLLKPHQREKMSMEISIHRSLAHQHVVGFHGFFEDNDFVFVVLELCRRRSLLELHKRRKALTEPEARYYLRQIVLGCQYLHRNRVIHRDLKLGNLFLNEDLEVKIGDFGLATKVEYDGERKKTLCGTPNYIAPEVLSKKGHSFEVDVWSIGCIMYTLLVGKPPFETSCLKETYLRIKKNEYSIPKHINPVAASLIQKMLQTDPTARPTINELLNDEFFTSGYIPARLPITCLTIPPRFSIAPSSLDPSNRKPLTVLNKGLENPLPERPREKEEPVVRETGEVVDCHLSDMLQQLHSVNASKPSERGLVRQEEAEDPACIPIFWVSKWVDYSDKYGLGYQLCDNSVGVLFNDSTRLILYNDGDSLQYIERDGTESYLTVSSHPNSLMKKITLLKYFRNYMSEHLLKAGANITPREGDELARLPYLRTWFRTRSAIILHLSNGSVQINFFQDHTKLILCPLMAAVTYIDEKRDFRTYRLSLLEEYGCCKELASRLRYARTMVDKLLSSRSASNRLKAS
HEK293 tox – qHTS of GLP-1 Receptor Inverse Agonists: Cytotox Screen. HEK293 cAMP-luciferase reporter cells, luminescence, 24 h. Potency, µM (titrated, usually from 38.3 µM), inactives show at the highest dose activity change, negative = inhibition, most hits filed as inhibitors. 410,000 compounds, 0.13% hits. AID 624418, 2012;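 note: loss of luciferase light is scored as toxicity; potency is the fitted concentration of half-maximal effect; % is set by controls: 0 for no effect and ±100 for the full control effect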
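To flag toxic compounds, the library was rerun on cells for 24 hr at 37 deg C and 5% CO2. Viability-linked luminescence was captured 12 min after adding luciferase detection reagent.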
GLP-1R agonist – qHTS of GLP-1 Receptor Agonists | 380,000 compounds, 0.007% hits | HEK293 GLP-1R CRE-luciferase, luminescence, 4-6 h; cells express a hypersensitive GLP-1R form | Glucagon-like peptide 1 receptor (Homo sapiens), P43220 | Potency, µM (doses to about 45.6 µM), without a hit: at the highest dose activation, most hits filed as activators | AID 624172, 2012; note: potency is the fitted concentration of half-maximal effect; % of control where 0% means no effect
Target sequence (P43220 whole entry, looked up): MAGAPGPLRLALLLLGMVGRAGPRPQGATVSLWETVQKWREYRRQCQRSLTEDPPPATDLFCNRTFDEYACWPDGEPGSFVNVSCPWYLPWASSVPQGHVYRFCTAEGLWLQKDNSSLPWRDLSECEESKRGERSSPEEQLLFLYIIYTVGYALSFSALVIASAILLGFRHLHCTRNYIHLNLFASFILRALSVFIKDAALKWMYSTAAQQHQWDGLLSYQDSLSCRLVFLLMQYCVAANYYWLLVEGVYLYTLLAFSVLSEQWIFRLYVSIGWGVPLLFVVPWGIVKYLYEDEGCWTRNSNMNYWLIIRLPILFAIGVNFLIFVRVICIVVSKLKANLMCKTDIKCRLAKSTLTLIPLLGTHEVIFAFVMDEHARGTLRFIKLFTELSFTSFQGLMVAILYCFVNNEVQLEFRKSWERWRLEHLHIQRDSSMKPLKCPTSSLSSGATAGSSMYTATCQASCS
EPAC1 antag – qHTS for Antagonist of cAMP-regulated guanine nucleotide exchange factor 3 (EPAC1): primary screen; 360,000 compounds, 0.14% hits; AID 720709, 2013; Rap guanine nucleotide exchange factor 3 (Homo sapiens), O95398; Potency, µM (highest dose often 115 µM), for inactives: top-dose activity change, negative = inhibition, hits mostly inhibitors; EPAC1 GEF assay, Rap1b-BODIPY-GDP exchange fluorescence;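 note: potency is the fitted concentration of half-maximal effect; plate controls were vehicle for no effect and positive control for full effect; nearly all actives have a fitted effect of over 50% in size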
GLP1R inv ag – qHTS of GLP-1 Receptor Inverse Agonists (Inhibition Mode) | Glucagon-like peptide 1 receptor (Homo sapiens), P43220 | HEK293 GLP-1R CRE-luciferase, luminescence, 24 h; GLP-1R form is constitutively active | Potency, µM (doses to about 38.3 µM), inactives show at the top dose activity change, negative = inhibition, most hits filed as inhibitors | 410,000 compounds, 1.6% hits | AID 624417, 2012; note: potency is the fitted concentration of half-maximal effect; % is set by controls: 0 for no effect and ±100 for the full control effect; nearly all actives have a fitted effect of over 55% in size
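Stable HEK293 clone (constitutively active GLP-1R + cAMP-response luciferase); 200 cells/uL plated, 12 h pre-culture, compound 24 hr, 37 deg C/5% CO2; detection reagent 12 min RT; luminescence.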
EPAC1 ag – qHTS for Agonist of cAMP-regulated guanine nucleotide exchange factor 3 (EPAC1): primary screen; EPAC1 agonist qHTS, biochemical assay; response scale: 100% = response to 6.5 mM cAMP; Potency, µM (highest dose often 154 µM), inactives show top-dose activation, hits mostly activators; 360,000 compounds, 0.073% hits; AID 720707, 2013; note: potency is the fitted concentration of half-maximal effect; nearly all actives have a fitted effect of over 60% in size
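Nucleotide exchange by EPAC1 (100 nM) on Rap1B–BODIPY-GDP (250 nM) in the presence of 50 uM GDP is tracked fluorescently at 480/540 nm over 30 min. Signals are normalized to a 6.5 mM cAMP control.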
PTHR1 agonist – qHTS for PTHR1 Agonists: Primary Screen | Parathyroid hormone/parathyroid hormone-related peptide receptor (Homo sapiens), Q03431 | HEK293 GP2 PTHR1 cells, GloSensor cAMP luminescence, 1 h | Potency, µM (series often up to 115 µM), for the others: at the highest dose activation, hits mostly activators | 410,000 compounds, 0.075% hits | AID 743266, 2014; note: potency is the fitted concentration of half-maximal effect; nearly all actives have a fitted effect of over 55% in size; some results filed as inactive show a strong effect at the top dose; inactives centre near -15; many of its hits are not listed in these tables
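HEK-293-derived GP2 cells expressing PTHR1 and a GloSensor cAMP reporter, 3,000/well, plated overnight, given luciferin plus IBMX (each 0.5 mM as added) for 1 h at 37 °C, then compound for 1 h at 37 °C. Luminescence was read after 15 min at room temperature.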
IL-2 act – qHTS of IL-2 Activators | IL-2 activation reporter assay, cell-based qHTS; stimulated with anti-CD3/CD4/CD28 beads; in transgenic mouse T cells | activation, % (series mostly up to about 46 µM) | 360,000 compounds, 0.065% hits; in the data active = activation above about 50%; inconclusive = mostly about 30% to 49%; note: 0% is about no effect
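Screening format: compound pinned onto unstimulated transgenic mouse T cells, 60 min incubation, then anti-CD3/anti-CD4/anti-CD28 bead stimulation for 18 hours at 37 degrees C, followed by EGFP and DsRed detection.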
PI5P4K alpha inh – qHTS for Inhibitors of phosphatidylinositol 5-phosphate 4-kinase (PI5P4K). Phosphatidylinositol 5-phosphate 4-kinase type-2 alpha (Homo sapiens), P48426. PI5P4Kalpha enzyme, ADP-Glo luminescence, 60 min; active compounds read low. max response, %. 330,000 compounds, 1.2% hits; active = max response of -50% or lower; inconclusive = between -30% and -50%; inactive = -30% or higher; note: value at the top dose of about 77 µM; % is set by controls: 0 for no effect and ±100 for the full control effect
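Enzyme plus substrate dispensed, test compounds pinned in, then ATP (5 microM final) added. After 60 min at RT, ADP-Glo reagent 1 for 45 min and reagent 2 for 30 min preceded luminescence imaging.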
* marks the source's active call; other numbers are inactive results; i = inactive; ? = inconclusive; nt = no result given; & = joins results of further samples; [ ] = dose if it differs, or a comment. Unless noted, calls come from the whole dose curve; as a rule, active = well fitted curve in the direction sought with a large enough effect; inconclusive = small, poorly fitted or top-dose-only effect, or another doubt; inactive = no such curve, though single readings can be large; an effect the other way counts as inactive or inconclusive.

Preview, two compounds:
SMILES	PLK1 PBD block	HEK293 tox	GLP-1R agonist	EPAC1 antag	GLP1R inv ag	EPAC1 ag	PTHR1 agonist	IL-2 act	PI5P4K alpha inh
O=C(CN1CCOCC1)N/N=C/c1ccc(-c2ccc(C(=O)O)cc2)o1	-6%	6%	6%	3%	33%[activator]	5%	-2%	-0.5	-17
O=C(Cn1ccc(C(F)(F)F)n1)NNC(=O)c1cccnc1	-7%	-13%	4%	18%	-10%	14%	-10%	-3.1	-4

This part in full, from the first entry:
SMILES	PLK1 PBD block	HEK293 tox	GLP-1R agonist	EPAC1 antag	GLP1R inv ag	EPAC1 ag	PTHR1 agonist	IL-2 act	PI5P4K alpha inh
O=C(CN1CCOCC1)N/N=C/c1ccc(-c2ccc(C(=O)O)cc2)o1	-6%	6%	6%	3%	33%[activator]	5%	-2%	-0.5	-17
O=C(Cn1ccc(C(F)(F)F)n1)NNC(=O)c1cccnc1	-7%	-13%	4%	18%	-10%	14%	-10%	-3.1	-4
COc1cccc(-c2cc(C(=O)Nc3c(C)n(C)n(-c4ccccc4)c3=O)no2)c1	-12%	9%	14%	4%	-1%	12%	-15%	-1.8	0
Cc1cccc(NC(=O)C2CC(=O)n3ncnc3N2)c1 (configuration not stated)	4%	14%	4%	8%	-2%	11%	i	-0.3	-1
COc1ccc(-c2cc(C(F)(F)F)nc(SCC(=O)Nc3ccc(O)cc3)n2)cc1OC	nt	-20%	8%	nt	-3%	nt	-13%	nt	nt
CCC1CCCCN1CCNC(=O)CCS(=O)(=O)c1ccc(Br)cc1 (configuration not stated)	-3%	1%	0%	12%	2%	1%	i	-1.0	nt
COC(=O)CC1COc2ccccc2N1C(=O)c1cccc(C(F)(F)F)c1 (configuration not stated)	-4%	11%	-10%	-2%	15%	5%	-9%	-0.5	-5
CCOC(=O)/C(=C(/C)N)C1CC(=O)NC1=O (configuration not stated)	2%	77%[activator]	0%	12%	7%	4%	i	2.0	1
O=C(CCc1nc(-c2ccccc2Cl)no1)Nc1cccnc1	-1%	0%	0%	7%	21%	-12%	-38%[inhibitor]	-0.5	-10
Cc1cccc(N2C(=O)C(Oc3ccc(Cl)cc3Cl)C2C=O)c1C (configuration not stated)	-5%	?	-11%	-28%	?	-12%	-41%[inhibitor]	-3.2	-17
CCN(C[C@H]1N[C@@](CC)(C(=O)OC)[C@H]2C(=O)N(Cc3ccccc3)C(=O)[C@@H]12)C(=O)NC(C)C	-12%	-8%	1%	12%	-5%	12%	i	-0.5	0
CCCC1(C(=O)OC)NC(c2ccco2)C2C(=O)N(C)C(=O)C21 (configuration not stated)	?	7%	0%	2%	3%	-1%	i	-2.1	-27
COc1nc(NCCN2CCOCC2)nc(Nc2ccc([N+](=O)[O-])cc2)n1	-7%	23%	5%	-3%	0%	7%	i	-0.9	nt
CCSc1nnc(NC(=O)CSc2nnc(-c3c[nH]c4ccccc34)n2CC)s1	-6%	-5%	-2%	?	-14%	-14%	i	0.1	-12
CS(=O)(=O)N(CC(=O)N1CCN(C(c2ccccc2)c2ccccc2)CC1)C1CCCCC1	0%	-8%	-5%	-16%	-9%	20%	-7%	0.7	2
Cc1nc2c(=O)n(-c3cccc(C(F)(F)F)c3)nc(C)c2s1	-2%	4%	4%	7%	7%	9%	-16%	0.2	7
CCCCCNC(=O)C(CCc1ccccc1)n1c(=O)c(-c2ccccc2)nc2ccccc21 (configuration not stated)	-18%	0%	nt	-8%	?	-4%	-14%	-1.0	-1
COc1ccccc1CNC(=O)CN1C(=O)NC2(CCCc3sccc32)C1=O (configuration not stated)	-1%	-3%	2%	8%	-1%	1%	i	0.0	-2
CC(=O)c1ccc(N2CCN(CC(O)c3ccccc3)CC2)cc1 (configuration not stated)	0%	9%	10%	-7%	4%	-3%	i	-1.3	1
COc1ccccc1C(=O)n1nc(-c2cccnc2)nc1NCc1ccccc1	2%	-10%&4%	11%	-1%	-4%&5%	10%	-8%	1.0	9
NS(=O)(=O)c1cccc(NC(=O)COC(=O)CCN2C(=O)c3ccccc3C2=O)c1	-2%	11%	-5%	-1%	2%	-7%	-4%	0.6	-5
O=C(CSc1nc2[nH]ncc2c(=O)[nH]1)Nc1ccccc1F	3%	-3%	-1%	-12%	-2%	5%	i	0.0	-3
Cc1cc(Nc2c(C#N)c(N)nn2C)ccc1F	-17%	-7%	2%	0%	12%	10%	-10%	0.3	-4
O=C(NCC1CCCO1)c1cccc(C(=O)NCC2CCCO2)c1 (configuration not stated)	-2%	1%	8%	2%	6%	3%	-24%	-0.5	5
COc1cc(-c2nc3cnccn3c2Nc2ccc(C(C)C)cc2)ccc1O	-2%	-13%&-1%	1%	9%	2%&45%	3%	-3%	-2.3	nt
Other entries
SMILES	PLK1 PBD block	HEK293 tox	GLP-1R agonist	EPAC1 antag	GLP1R inv ag	EPAC1 ag	PTHR1 agonist	IL-2 act	PI5P4K alpha inh
Cc1nc2sc(C(c3ccco3)N3CCN(c4ccc(F)cc4)CC3)c(O)n2n1 (configuration not stated)	-8%	-2%	-3%	1%	-25%	-13%	-2%	1.0	?
CCOC(=O)C1=CN(Cc2cccc(F)c2)S(=O)(=O)N(C)C1c1ccccc1 (configuration not stated)	-7%	-2%	-1%	-10%	?	0%	i	-0.6	7
COc1cc(OC)cc(C(=O)Nc2ccc3nc4n(c(=O)c3c2)CCCC4)c1	-18%	-16%	27%	-5%	26%	6%	-6%	2.5	-2
COCCCNC(=O)c1ccc2nc3ccccc3c(=O)n2c1	-5%	189%[activator]	21%	-6%	0%	5%	-23%[57.5 µM]	2.4	nt
Cc1cccc2sc(NC(=O)[C@H](C)N3C(=O)C4CC=CCC4C3=O)nc12 (some centres not stated)	8%	-2%	17%	-23%	-1%	6%	-6%	-1.8	0
CC(=O)n1nc(-c2ccccc2)cc1-c1ccccc1	4%	-11%	1%	8%	?	10%	-34%[inhibitor]	-4.1	2
Cc1cc(C)c2c(CN3CCC(C)CC3)cc(=O)oc2c1C	0%	-8%	9%	-11%	18%	4%	-1%	-2.3	-3
Nn1c(SCC(=O)N2CCc3ccccc3C2)nnc1-c1cccs1	-1%	-13%	-13%	-1%	-22%	3%	i	-0.4	-6
O=C1C2C3C=CC(C3)C2C(=O)N1c1nc2ccccc2s1 (configuration not stated)	-7%	1%	2%	-12%	-18%	1%	i	-0.5	2
COc1cccc(CN2CCCN(S(=O)(=O)c3ccc(Br)cc3)CC2)c1	-20%	29%	13%	-11%	?	16%	-61%[inhibitor]	-1.4	-2
N#C/C(=C/c1cccc(C(F)(F)F)c1)c1nc(CCN2C(=O)c3ccccc3C2=O)cs1	1%	4%	-6%	5%	0%	1%	i	-3.0	nt
Cc1cc(C)c(S(=O)(=O)N2CCN(C(=O)c3ccc(-n4nc(C)c(Cl)c4C)cc3)CC2)c(C)c1	-7%	7%	1%	-11%	7.1µM*	9%	-11%	-0.2	3
O=C(COC(=O)[C@@H]1CCCN1S(=O)(=O)c1ccc(Cl)cc1)NCC(F)(F)F	0%	-13%	6%	8%	8%	-1%	-6%	-0.4	-3
CCCN1CCN(C(=O)CCCNC(=O)c2ccc(Cl)cc2)CC1	-7%	-6%	13%	-19%	-12%	6%	i	0.1	0
COc1ccnc(Oc2ccc(Cl)cc2)c1C#N	-4%	-7%	3%	0%	8%	2%	i	-0.5	4
O=C(NNS(=O)(=O)c1ccc(F)cc1)c1ccccc1F	-2%	-1%	1%	13%	15%	7%	-12%	2.4	3
O=C(NCCN1CCCC1)c1cc(-c2ccncc2)nc2ccc(S(=O)(=O)N3CCOCC3)cc12	-2%	-2%	8%	-2%	11%	-4%	i	4.6	-2
CC(C)C(C(=O)NCC1CCCO1)N(Cc1cccs1)C(=O)CNS(=O)(=O)c1ccccc1 (configuration not stated)	-12%	-4%	9%	14%	9%	2%	i	15	1
CC(OC(=O)c1ccncc1)C(=O)NC1CCCC1 (configuration not stated)	6%	-8%	-1%	-6%	4%	1%	-1%	-1.8	2
COCCn1c(C)cc(C(=O)COC(=O)c2cncc(Br)c2)c1C	-9%	0%	7%	-10%	7%	-6%	-26%	-0.2	0
CC1C(=O)Nc2ccccc2N1C(=O)c1ccc(Cl)cc1 (configuration not stated)	-5%	-8%	-3%	-4%	-10%	-5%	i	0.8	9
CCCN(CC1CC1)C(=O)Nc1ccccc1C	-3%	-3%	2%	0%	6%	1%	i	0.7	9
COc1ccc(N2CCN(S(=O)(=O)CCNC(=O)/C=C/c3ccccc3)CC2)cc1	1%	8%	-13%	15%	9%	-8%	0%	-6.4	-6
CCCc1nnc(NC(=O)CCC(=O)NC2CCCC2)s1	5%	3%	5%	-23%	-10%	-8%	i	-0.3	-5
Cn1c(-c2ccc(Br)cc2)cnc1NCc1ccc(C#N)cc1	-7%	-5%	-4%	12%	?	-3%	-77%[inhibitor]	0.1	-5
COc1ccc(CCNC(=O)C2CCCN(S(=O)(=O)c3cccc4nonc34)C2)cc1OC (configuration not stated)	-8%	49%[activator]	8%	-7%	4%	6%	-15%	0.1	-2
CC(C)(C)Nc1nc(Oc2ccc(=O)n(-c3ccccc3)n2)nc(N2CCOCC2)n1	-11%	1%	13%	-4%	73%[activator]	-1%	i	0.3	-2
Cc1ccc(C(CNC(=O)C(=O)Nc2ccc3c(c2)OCCO3)N2CCN(C)CC2)cc1 (configuration not stated)	2%	6%	2%	12%	-19%	-1%	i	-1.1	-3

These rows are one share of the data; rates above refer to the full screens.
